LMNA splice mod – modulators of lamin A splicing; HeLa LMNA splicing GFP/RFP minigene ratio, 48 h; Potency, µM (titrated, usually from 46.1 µM), without a hit: at the top dose ratio change, negative = inhibition, actives largely listed as inhibitors; 0.01% of 200,000 active; AID 1487; active = well fitted inhibition curve with a large enough effect in the signal ratio, with a control signal flat, not every such curve was filed as active; inconclusive = small, poorly fitted or top-dose-only effect, or effect the other way, or a change in a side signal; the % refers to the signal ratio; note: potency is the fitted concentration of half-maximal effect; % is set by controls: 0 for no effect and ±100 for the full control effect
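Read-out is the ratio of GFP to DsRed2 object intensity, acquired by 488 nm laser-scanning cytometry on HeLa lamin A-EGFP minigene reporter cells. Compound incubation 48 hrs at 37 °C in Opti-MEM with 2% FBS; DMSO 0.5% final.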
CBFb RUNX1 block – blocks binding between human CBF-beta and RUNX1; AlphaScreen CBFb-His/RUNX1-biotin binding, biochemical; Potency, µM (top dose mostly 59.8 µM), inactives show at the top dose activity, negative = inhibition, hits mostly inhibitors; 230,000 tested, under 10 active; note: % of control where 0% means no effect
Target sequence (Q01196 whole entry, looked up): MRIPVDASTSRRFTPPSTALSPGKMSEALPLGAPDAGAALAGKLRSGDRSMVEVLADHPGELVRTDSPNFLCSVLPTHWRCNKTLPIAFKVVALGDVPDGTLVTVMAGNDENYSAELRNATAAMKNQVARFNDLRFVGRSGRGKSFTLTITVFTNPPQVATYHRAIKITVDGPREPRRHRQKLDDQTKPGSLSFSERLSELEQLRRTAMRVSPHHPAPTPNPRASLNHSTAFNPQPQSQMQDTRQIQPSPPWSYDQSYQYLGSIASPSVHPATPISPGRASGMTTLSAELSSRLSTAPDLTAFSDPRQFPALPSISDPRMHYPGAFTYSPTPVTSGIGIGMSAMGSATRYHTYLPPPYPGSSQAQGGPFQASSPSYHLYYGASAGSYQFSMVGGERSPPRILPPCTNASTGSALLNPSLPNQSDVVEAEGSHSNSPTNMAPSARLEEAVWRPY
Target sequence (Q13951 whole entry, looked up): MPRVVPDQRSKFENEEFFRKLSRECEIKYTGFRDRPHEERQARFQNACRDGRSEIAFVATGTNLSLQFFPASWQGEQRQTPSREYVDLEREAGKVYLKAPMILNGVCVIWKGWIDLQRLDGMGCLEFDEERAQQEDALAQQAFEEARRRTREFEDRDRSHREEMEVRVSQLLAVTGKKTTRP
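Bead-based AlphaScreen assay; binding partners His-tagged CBF-beta and biotinylated RUNX1 at 30 nM each. Compound exposure 15 min after a 20-min protein preincubation; bead step 90 min; all steps at room temperature.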
KinaseGlo FLuc – counter-screen: inhibitors of Kinase-Glo firefly luciferase | Q27757 | Kinase-Glo luciferase, ATP luminescence, 8 min | Potency, µM (series often up to 38.3 µM), without a hit: at the top dose activity change, negative = inhibition, usual class: inhibitors | 0.28% of 200,000 active; note: potency is the fitted concentration of half-maximal effect; % is set by controls: 0 for no effect and ±100 for the full control effect; nearly all actives have a fitted effect of over 60% in size
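Luminescence was the read-out, taken after 8-minute incubation at ambient temperature. Luciferase turned over luciferin with 10 uM ATP in imidazole pH 7.2 buffer containing KCl, MgCl2, Tween 20 and BSA.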
NPSR antagonist – antagonists of human neuropeptide S receptor cAMP signaling | Q6W5P4 | CHO-NPSR cells, cAMP TR-FRET, antagonist mode | Potency, µM (series often up to 38.3 µM), inactives show at the highest dose activity change, negative = inhibition, most hits filed as inhibitors | 1% of 220,000 active; note: potency is the fitted concentration of half-maximal effect; % is set by controls: 0 for no effect and ±100 for the full control effect; nearly all actives have a fitted effect of over 50% in size; many of its hits are not listed in these tables
aGal spleen mod – inhibits or activates alpha-galactosidase in human spleen homogenate | P06280 | human spleen homogenate, 4MU-alpha-Gal fluorescence, 40 min | Potency, µM (titrated, usually from 80 µM), inactives show top-dose activity change, negative = inhibition, most hits filed as inhibitors | 0.008% of 240,000 active | AID 2107;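 note: potency is the fitted concentration of half-maximal effect; 0% = enzyme with vehicle and -100% = no enzyme basal signal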
Target sequence (P06280 32-429 limits assumed): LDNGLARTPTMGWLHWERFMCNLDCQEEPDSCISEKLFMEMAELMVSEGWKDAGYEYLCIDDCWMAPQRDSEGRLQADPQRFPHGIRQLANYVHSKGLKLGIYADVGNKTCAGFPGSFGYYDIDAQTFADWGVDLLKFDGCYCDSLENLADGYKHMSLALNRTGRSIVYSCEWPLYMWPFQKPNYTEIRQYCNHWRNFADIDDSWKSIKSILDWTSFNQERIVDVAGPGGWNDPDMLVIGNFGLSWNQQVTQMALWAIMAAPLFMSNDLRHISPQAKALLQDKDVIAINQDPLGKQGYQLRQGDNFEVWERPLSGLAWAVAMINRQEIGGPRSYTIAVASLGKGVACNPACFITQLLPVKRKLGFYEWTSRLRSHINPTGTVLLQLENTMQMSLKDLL
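Spleen homogenate 1 ug + cpd (titration) + 4-MU-alpha-D-galactopyranoside 1 mM; 37C 40 min; 50 mM citrate/phosphate pH 5.0, 0.01% Tween-20; stop pH 10; fluorescence 365/440; AC50 via Hill.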
IMPase Li inh – cell-permeable IMPase inhibitors with lithium potentiation; 0.35% of 210,000 active; AID 1457; Potency, µM (highest dose often 59.4 µM), inactives show top-dose activity, negative = IMPase inhibition, most hits filed as inhibitors; CHO-M1 cells, IP1 TR-FRET (IP-One), carbachol + lithium;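 note: IP1 builds up when IMPase is blocked and the TR-FRET signal falls; potency is the fitted concentration of half-maximal effect; plate controls were basal vehicle for no effect and high inhibitor control for full effect; nearly all actives have a fitted effect of over 50% in size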
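IP1 accumulation measured by competitive TR-FRET in lysed CHO-M1 cells after 30 min compound exposure at 37C, with a small lithium addition to potentiate weak responses. Hill-equation AC50 from ratio and donor-channel data.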
Epigenetic derep – epigenetic control regulation, reporter derepression | murine LDR cells, GFP reporter derepression, 30 h | Potency, µM (doses to about 53.9 µM), for inactives: at the top dose GFP activation, usual class: activators | 0.2% of 280,000 active | AID 1865; note: potency is the fitted concentration of half-maximal effect; % of control where 0% means no effect; nearly all actives have a fitted effect of over 60% in size
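Reporter derepression read as number of fluorescent GFP-positive objects, 20-120 um in size, counted by laser-scanning cytometer. Mouse LDR line with an epigenetically silenced CMV-GFP locus; compound incubation 30 h, 37 C.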
Numbers without * were called inactive; ? = inconclusive; / = no result given; [ ] = remark or other dose. Unless noted, calls come from the whole dose curve; as a rule, active = well fitted curve in the direction sought with a large enough effect; inconclusive = small, poorly fitted or top-dose-only effect, or another doubt; inactive = no such curve, though single readings can be large; an effect the other way counts as inactive or inconclusive.

SMILES | LMNA splice mod | CBFb RUNX1 block | KinaseGlo FLuc | NPSR antagonist | aGal spleen mod | IMPase Li inh | Epigenetic derep
O=C(CNc1ccc(Cl)cc1)c1ccc(Br)cc1 | ? | 18% | 0% | 7% | -3% | 2% | 0.0%
Cc1ccc(-c2nn3c(C)nnc3c3ccccc23)cc1S(=O)(=O)N(C)CCO | ? | -1% | 1% | -8%[46.1 µM] | 0% | 11%[38.3 µM] | 0.0%
CC(=O)N/C(=C\c1cccc([N+](=O)[O-])c1)C(=O)NC1CCCCC1 | -1% | -14% | -4% | 16% | 14% | -9% | -1.9%
CCOC(=O)c1c(C)sc2c1N(C(C)=O)c1cc(Cl)ccc1S2 | ? | -2% | / | ? | -1% | / | -1.0%
CCC(C)c1ccc(NC(=O)COC(=O)c2nc3nccc(C)n3n2)cc1 (centres undefined) | / | 20% | 2% | 9% | -2% | 2% | 1.3%
O=C(Nc1cccc(-c2nc3ccccc3s2)c1)c1ccc2c(c1)OCO2 | 4% | -1% | -1% | ? | 12% | -1%[38.3 µM] | -0.2%
OC(CCCCN1CCCCC1)c1ccccc1 (centres undefined) | 2% | 3% | 0% | 17%[7.67 µM] | -3% | 11%[38.3 µM] | -3.7%
CN(CCC#N)C(=O)CSc1nc2scc(-c3ccccc3)c2c(=O)[nH]1 | -9% | 3% | 3% | -3% | -2% | 3% | -1.8%
CCC(=O)c1c[nH]c(C(=O)NCc2cccs2)c1 | / | 8% | / | 13% | -5% | / | -1.1%
Cc1cc(C)cc(N2C(=O)CC(Sc3ncn[nH]3)C2=O)c1 (centres undefined) | ? | 2% | 0% | 4% | -13% | -4% | -0.7%
Nc1nonc1C(=O)N/N=C/c1ccc(Br)o1 | / | -2% | / | -13% | 12% | / | -0.1%
O=C(c1csnn1)N1CCC2(CC1)CCN(C(c1ccccc1)c1ccccc1)CC2 | / | / | 1% | / | 7% | 15% | /
Cc1ccc(S(=O)(=O)/N=C(\CSC(N)=O)Nc2ccccc2)cc1 | -3% | 3% | 21% | -13%[46.1 µM] | -10% | 26%[38.3 µM] | -1.0%
C/C(CCN1CCCc2nc(C)c(C)cc21)=N\OC[C@@H](O)COCc1ccco1 | / | 8%[13.1 µM] | / | / | -23%[17.5 µM] | / | 0.0%[10.1 µM]
O=C(O)c1cccc(-n2cccc2/C=C2\SC(=O)N(Cc3ccccc3F)C2=O)c1 | 0% | ? | 1% | -18% | -8% | 4% | 1.1%
COc1cccc(-n2c(CN3CCN(Cc4ccccc4)CC3)nc3ccc([N+](=O)[O-])cc3c2=O)c1 | -15% | -6% | 4% | 5% | 8% | 6% | -0.1%
O=C(/C=C\c1cccs1)N1CCN(Cc2ccc3c(c2)OCO3)CC1 | / | -7% | -1% | 2% | -5% | 4% | 1.1%
N#CCCN1CCN(S(=O)(=O)c2ccc(S(=O)(=O)NC3CCCC3)cc2)CC1 | -9% | -1% | 10% | 3% | 0% | -3% | -1.1%
CCOC(=O)/C=c1\s/c(=C(\C#N)C(N)=O)n(-c2ccccc2)c1=O | / | 2% | / | -16% | 0% | / | 0.1%
CCOC(=O)N1CCN(C(=O)c2ccc(OC)cc2)CC1 | -5%[46 µM] | 6% | 0% | -7% | -3% | -3% | 1.1%
Cc1ccc2cc(CCNC(=O)CC(C)(C)C)c(=O)[nH]c2c1C | -9% | 4% | 9% | -44% | 3% | 13µM* | -0.9%
CSc1nnc(SCc2nc3sc(C(=O)O)c(C)c3c(=O)[nH]2)s1 | / | ? | / | -16% | 10% | / | 5.4%
COc1ccccc1-c1cncnc1NCCNC(C)=O | 11% | / | / | / | -14% | -4% | /
O=C(NCc1ccc(F)cc1)C(=O)Nc1nc(C23CC4CC(CC(C4)C2)C3)cs1 | -9% | -5% | 17% | -39% | -4% | 6% | -1.0%
Cc1ccc(C(=O)N2CCc3ccccc32)cc1NC(=O)c1ccco1 | ? | -6% | 0% | -6% | 29% | 4% | -0.4%
COc1ccc(/C=C2\CN(Cc3ccccc3)C/C(=C\c3ccc(OC)cc3OC)C2=O)c(OC)c1 | -7% | -27% | -2% | ? | -9% | 11%[38.3 µM] | -1.1%
CC(C)CCc1c(O)nc(SCC(C)C)[nH]c1=O | / | -15% | -3% | -14% | 1% | 2% | 2.6%
N[C@@]1(C(=O)O)CO[C@H]2[C@H](C(=O)O)[C@H]21 | / | 26% | 1%[39.9 µM] | / | 8% | 15% | -1.5%
CC(C)Oc1ccc(CC2CC(=O)NC2=O)cc1 (centres undefined) | 7% | 2% | -1% | 2%[46.1 µM] | ? | 35%[activator][38.3 µM] | -1.1%
CCCCOC(=O)Nc1ccc2c(C)cc(=O)oc2c1 | -16% | 8% | -2% | -4%[46.1 µM] | 3% | -12% | -2.0%
S=c1[nH]nc(-c2ccccn2)n1/N=C/c1cccc2ccccc12 | -4% | ? | -5% | -24% | 3% | 0% | 1.0%
COc1cccc(/C=C/C(=O)Nc2ccc3[nH]c(=O)[nH]c3c2)c1 | / | -1% | 1% | -4% | 1% | 0% | -1.4%
Clc1ccc(Cc2nnc(-c3ccccc3Br)o2)cc1 | 2% | 23%[2.36 µM] | -1% | 3% | -9% | 1% | -0.1%
CN1CCN(c2ccc(NC(=O)COc3ccccc3[N+](=O)[O-])cc2)CC1 | / | -4% | 0% | 9% | 6% | 6% | -1.2%
N#Cc1c(C(F)(F)F)cc(-c2ccccc2)nc1SCC(=O)N1CCOCC1 | -12% | 13% | 0% | -16%[46.1 µM] | -1% | 10% | -2.2%
COC(CNC(=S)Nc1ccc([N+](=O)[O-])cc1)OC | ? | -2% | 3% | 3% | -2% | 4% | 1.1%
O=C(N/C(=C/C=C\c1ccccc1)C(=O)N1CCOCC1)c1ccc(Br)cc1 | ? | -2% | 1% | -37% | -2% | 5% | 1.3%
COc1cccc(C(=O)/C=C/Nc2ccc(S(=O)(=O)Nc3nc(C)cc(C)n3)cc2)c1 | -17% | -7% | -1% | -6% | 2% | 0% | 0.0%
COc1ccc(O)c(/C=N/n2c(-c3ccco3)csc2=Nc2cccnc2)c1 | -4% | -12% | -1% | 13% | 2% | 0% | 0.0%
CCN(CC)C(=S)Oc1ccc(Cl)cc1Cl | / | 15% | / | -7% | -2% | / | 2.4%
CN(C(=O)COC(=O)c1ccc2[nH]c3c(c2c1)CCCC3)C1CCS(=O)(=O)C1 (centres undefined) | ? | 2% | 3% | 28% | 0% | 12% | 4.8%
CSCC[C@H](NC(=O)OC(C)(C)C)c1nnc(SCC(=O)N(C)C)o1 | 1% | 1% | 11% | -13%[46.1 µM] | 0% | 14%[38.3 µM] | 1.9%
c1ccc(C2(c3ccccc3)OCC(Cn3cncn3)O2)cc1 (centres undefined) | -2% | 2% | 0% | -10%[46.1 µM] | -1% | -1%[38.3 µM] | -1.1%
CCn1cc(C(=O)N(CCC(C)C)c2c(N)n(Cc3ccccc3)c(=O)[nH]c2=O)c(=O)c2ccc(C)nc21 | 8%[46 µM] | 13% | -7% | 5% | 10% | 7% | -2.1%
COc1cc2c(cc1OC)C(C)N(C(=O)c1cc3ccccc3o1)CC2 (centres undefined) | ? | -3% | -1% | ? | 2% | 10%[38.3 µM] | -2.2%
C/C(=N/Oc1nc(C)cc(C)n1)c1ccc(Br)cc1 | -6% | 2% | -5% | -10%[46.1 µM] | 1% | 19%[38.3 µM] | -3.4%
CCOC(=O)c1ccc(NC(=O)CCc2nc(-c3cccc(C)c3)no2)cc1 | -9% | 13% | -1% | -20%[46.1 µM] | 4% | 6%[38.3 µM] | 0.0%
COc1ccc(C2CC(c3cccs3)=NN2C(=O)COC(=O)c2cncc(Br)c2)cc1OC (centres undefined) | -5%[46 µM] | ? | 1% | -29% | 6% | 12% | -1.3%
O=c1c(C/C=C/c2ccccc2)c(O)ccn1Cc1cccc(Cl)c1 | / | 10% | 3% | 14% | 0% | 2% | -0.7%
Cc1nn(-c2ncc(C(F)(F)F)cc2Cl)c(=O)n1-c1ccccc1F | / | -2% | 2% | 8% | 4% | 3% | -0.4%
c1ccc(Oc2nc(NC3CCCCC3)c3[nH]cnc3n2)cc1 | / | 7% | 0%[39.9 µM] | / | 9% | -1% | 0.7%
O=C(Nc1cccnc1)c1ccccc1NS(=O)(=O)c1ccc(F)cc1 | ? | ? | 1% | -5% | 1% | 3% | -2.9%
Cc1ccc(-c2cc(C(=O)NN3CCOCC3)c3cc(Br)ccc3n2)o1 | 1%[46 µM] | -3% | -2% | -17% | 4% | -12% | 0.0%
O=C1Nc2ccc(Br)cc2C12NNc1ccccc1O2 (centres undefined) | ? | -18% | 0% | -41% | 0% | 3% | 18µM*

Of the compounds above, these contain bromine:
SMILES | LMNA splice mod | CBFb RUNX1 block | KinaseGlo FLuc | NPSR antagonist | aGal spleen mod | IMPase Li inh | Epigenetic derep
O=C(CNc1ccc(Cl)cc1)c1ccc(Br)cc1 | ? | 18% | 0% | 7% | -3% | 2% | 0.0%
Nc1nonc1C(=O)N/N=C/c1ccc(Br)o1 | / | -2% | / | -13% | 12% | / | -0.1%
Clc1ccc(Cc2nnc(-c3ccccc3Br)o2)cc1 | 2% | 23%[2.36 µM] | -1% | 3% | -9% | 1% | -0.1%
O=C(N/C(=C/C=C\c1ccccc1)C(=O)N1CCOCC1)c1ccc(Br)cc1 | ? | -2% | 1% | -37% | -2% | 5% | 1.3%
C/C(=N/Oc1nc(C)cc(C)n1)c1ccc(Br)cc1 | -6% | 2% | -5% | -10%[46.1 µM] | 1% | 19%[38.3 µM] | -3.4%
COc1ccc(C2CC(c3cccs3)=NN2C(=O)COC(=O)c2cncc(Br)c2)cc1OC (centres undefined) | -5%[46 µM] | ? | 1% | -29% | 6% | 12% | -1.3%
Cc1ccc(-c2cc(C(=O)NN3CCOCC3)c3cc(Br)ccc3n2)o1 | 1%[46 µM] | -3% | -2% | -17% | 4% | -12% | 0.0%
O=C1Nc2ccc(Br)cc2C12NNc1ccccc1O2 (centres undefined) | ? | -18% | 0% | -41% | 0% | 3% | 18µM*

From PubChem

Not all compounds are listed; count on the stated rates, not on these rows.
